D2 agonist: agonists of human D2 dopamine receptor; activation, % at 2 µM; actives 0.53% (n = 340,000); P14416; HEK293 T-REx D2 cells, calcium flux agonist mode; AID 485358;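 active means activation over 3 SD above normal in the single-dose calcium agonist read, cut at about 30% in these data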; further: 0% is about no effect
Target sequence (P14416 whole entry, looked up): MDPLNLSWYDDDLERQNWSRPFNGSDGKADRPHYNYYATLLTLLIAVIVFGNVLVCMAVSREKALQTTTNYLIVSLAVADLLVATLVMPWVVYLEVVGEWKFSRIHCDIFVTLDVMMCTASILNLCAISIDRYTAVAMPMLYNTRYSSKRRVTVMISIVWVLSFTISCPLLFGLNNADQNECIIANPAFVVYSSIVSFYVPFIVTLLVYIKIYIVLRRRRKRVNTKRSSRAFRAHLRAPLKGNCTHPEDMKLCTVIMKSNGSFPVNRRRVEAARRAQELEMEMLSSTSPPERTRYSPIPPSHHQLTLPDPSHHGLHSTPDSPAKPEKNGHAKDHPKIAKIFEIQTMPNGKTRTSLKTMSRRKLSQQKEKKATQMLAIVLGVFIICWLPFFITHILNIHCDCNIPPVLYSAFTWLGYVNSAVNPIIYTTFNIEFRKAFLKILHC
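Tetracycline-induced HEK293 Trex cells with D2 receptor force-coupled to calcium signaling, plated overnight at 30 C and loaded with no-wash calcium dye. Calcium flux read kinetically for 180 s after compound addition; responses flag agonists.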
TRHR ag: TRH receptor (human) agonism | actives 0.18% (n = 360,000) | P34981 | activation, % at 2 µM | TRHR cells, calcium flux fluo-8, FDSS agonist mode; in the data active means activation above about 30%; further: 0% is about no effect
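Agonist-mode FDSS calcium read (Ex 480/Em 530, 1 s cycles) in 1536-well TRHR cells with fluo-8 dye, after 10-cycle baseline and 23 nL compound addition; TRH at EC20 (10 nM final) added afterwards for the enhancer phase.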
TrxR1 substrate: is turned over as a substrate by rat TrxR1; O89049; purified TrxR1 substrate turnover, NADPH consumption readout; Potency, µM (doses to about 114 µM), for inactives: top-dose activity change, negative = substrate turnover; actives 0.01% (n = 390,000); AID 588456; further: potency means the concentration at half of the fitted maximal effect; on the % scale 0 is the no-effect control and ±100 the full control effect; nearly all actives have a fitted effect of over 50% in size
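Rat TrxR1, dispensed at 90 nM, was prereduced with 400 uM NADPH (final) for 5 min at ~22 deg C, then incubated with compound 15 min before 400 uM selenite. A first-read NADPH fluorescence drop versus no-compound background flagged substrates.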
TRHR PAM: allosteric enhancers of human TRH receptor; P34981; TRHR cells, fluo-8 calcium fluorescence, EC20 TRH enhancement; enhancement, % at 2 µM; actives 0.66% (n = 360,000); in the data active means enhancement above about 30%; further: 0% is about no effect
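TRHR-expressing cells loaded with fluo-8 calcium dye were read kinetically (ex 480/em 530) during compound addition, then stimulated with an EC20 of TRH (10 nM final). Enhancement of the Gq-mediated intracellular calcium response was scored.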
IDH1 R132H inh: human IDH1 R132H inhibition; O75874; IDH1-R132H enzyme, NADPH consumption, diaphorase/resazurin fluorescence; Potency, µM (titrated, usually from 76.6 µM), for the others: top-dose activity change, negative = inhibition, usual class: inhibitors; actives 0.093% (n = 390,000); AID 602179; further: potency means the concentration at half of the fitted maximal effect; on the % scale 0 is the no-effect control and ±100 the full control effect; nearly all actives have a fitted effect of over 65% in size
Target sequence (O75874 whole entry R132H, stated change not applied): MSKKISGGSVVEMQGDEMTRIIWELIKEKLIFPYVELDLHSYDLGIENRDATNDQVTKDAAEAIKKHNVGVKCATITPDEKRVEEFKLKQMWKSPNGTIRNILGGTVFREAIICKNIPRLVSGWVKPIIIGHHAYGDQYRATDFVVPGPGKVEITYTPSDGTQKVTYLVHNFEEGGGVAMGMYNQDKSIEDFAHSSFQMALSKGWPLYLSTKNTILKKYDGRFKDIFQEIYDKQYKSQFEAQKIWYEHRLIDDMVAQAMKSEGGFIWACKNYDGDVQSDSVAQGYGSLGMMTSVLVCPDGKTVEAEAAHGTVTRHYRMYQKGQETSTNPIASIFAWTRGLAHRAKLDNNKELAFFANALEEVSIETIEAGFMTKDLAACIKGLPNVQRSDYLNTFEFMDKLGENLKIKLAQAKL
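IDH1-R132H (0.5 ug/mL) preincubated 30 min with compound, then NADPH (0.016 mM) and alpha-KG (2 mM) added; 80 min at RT, pH 7.5. Remaining NADPH coupled via diaphorase/resazurin to fluorescence (540/590 nm); concentration-response curves normalized to no-enzyme control.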
Pin1 inhibitor: inhibitors of human Pin1. Pin1 FP peptide displacement, HiFluor488, 10 min. Potency, µM (highest dose often 115 µM), without a hit: at the top dose activity, negative = inhibition, actives largely listed as inhibitors. actives 0.009% (n = 390,000). Q13526; active means well fitted inhibition curve with a large enough effect in the polarisation, with a control signal flat, not every such curve was filed as active; inconclusive means small, poorly fitted or top-dose-only effect, or effect the other way, or a change in a side signal; inactive means no such curve, though single readings can be large or run the other way; the % refers to the polarisation; further: potency means the concentration at half of the fitted maximal effect; on the % scale 0 is the no-effect control and ±100 the full control effect
Target sequence (Q13526 whole entry, looked up): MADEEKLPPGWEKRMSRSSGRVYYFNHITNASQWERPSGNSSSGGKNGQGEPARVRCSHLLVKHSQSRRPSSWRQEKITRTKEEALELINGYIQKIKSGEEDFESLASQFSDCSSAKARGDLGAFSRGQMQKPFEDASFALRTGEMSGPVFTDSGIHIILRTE
TrxR1 inh: rat TrxR1 inhibition; recombinant rTrxR1, NADPH fluorescence consumption, selenite substrate; Potency, µM (series often up to 114 µM), for the others: at the highest dose activity change, negative = inhibition, most hits filed as inhibitors; actives 1% (n = 390,000); AID 588453; further: potency means the concentration at half of the fitted maximal effect; on the % scale 0 is the no-effect control and ±100 the full control effect; nearly all actives have a fitted effect of over 65% in size
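Rat TrxR1 (90 nM in the dispensed reagent) was pre-reduced with 400 uM NADPH for 5 min at room temperature, then incubated with compound for 15 min. After 400 uM selenite was added, NADPH fluorescence (Ex 340/Em 450 nm) was followed for 8 min.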
D2 antagonist: antagonizes the human D2 dopamine receptor. actives 2% (n = 340,000). inhibition, % at 10 µM. AID 485344. P14416. HEK293 TREx D2 cells, calcium flux, dopamine EC80; in the data active means inhibition above about 30%; further: 0% is about no effect
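Tetracycline-induced HEK293 T-REx cells expressing D2 force-coupled to calcium signalling were dye-loaded, exposed to compound for 180 s, then challenged with an EC80 of dopamine; calcium flux was followed kinetically for a further 180 s.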
USP1-UAF1 inh: inhibitors of human USP1/UAF1 deubiquitinase | recombinant USP1/UAF1, Ub-Rhodamine cleavage fluorescence | O94782 | AID 743255 | actives 0.23% (n = 390,000) | Potency, µM (titrated, usually from 57.1 µM), without a hit: at the highest dose activity change, negative = inhibition, usual class: inhibitors; further: potency means the concentration at half of the fitted maximal effect; on the % scale 0 is the no-effect control and ±100 the full control effect; nearly all actives have a fitted effect of over 60% in size; inactives centre near -12
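USP1/UAF1 complex at 1 nM was preincubated with compound for 15 min at room temperature, then Ub-Rho substrate (150nM final) was added. Fluorescence (480/540 nm) was read kinetically, 6 reads every 60 seconds.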
* marks the source's active call; other numbers are inactive results; ? = inconclusive; nt = not tested or not shown; [ ] = another dose, or the depositor's remark. Unless noted, the call rests on the fitted dose curve; in most records, active means well fitted inhibition curve with a large enough effect; inconclusive means small, poorly fitted or top-dose-only effect; inactive means no such curve, though single readings can be large or run the other way. These rows are one share of the data (hit frequency here may not be typical).

SMILES | D2 agonist | TRHR ag | TrxR1 substrate | TRHR PAM | IDH1 R132H inh | Pin1 inhibitor | TrxR1 inh | D2 antagonist | USP1-UAF1 inh
Cc1ccc(NC(=O)N2CCCC(c3nc(-c4ccc(F)cc4)no3)C2)cc1 (stereo not drawn) | 2.5 | 0.8 | -3% | 3 | 8% | 3% | 11% | 7 | -18%
O=C(c1ccc(Br)o1)N1CCN(c2ccccc2F)CC1 | -1.4 | -1.2 | -11% | 0 | 5% | -3% | -16% | 1 | -7%
Cc1cccc(/C=N/c2sc3c(c2C(=O)OC(C)(C)C)CCN(C)C3)c1O | -0.1 | 0.4 | -12% | 7 | 6% | 50%[activator] | -20% | -10 | -24%
COc1ccc(/C=N/NS(=O)(=O)c2ccc(C)cc2)cc1OC(=O)c1ccccc1 | 0.9 | 0.0 | 51%[activator][57.1 µM] | -8 | 2% | 9% | 20%[57.1 µM] | -7 | -19%
CC1CCCCN1C(=O)COC(=O)/C=C/c1ccc2ccccc2n1 (stereo not drawn) | 0.3 | 0.9 | 6% | 1 | 4% | 2% | 6% | -13 | -17%
CC(c1ccco1)N(C(=O)c1cccc(Br)c1)c1ccccn1 (stereo not drawn) | 5.3 | -0.5 | -2%[57.1 µM] | 2 | 10% | -7% | -28%[57.1 µM] | -14 | -18%
CCOC(=O)C1=C(COC(=O)CNC(=O)c2ccc(Cl)cc2Cl)NC(=O)NC1C (stereo not drawn) | -0.4 | 0.1 | -2% | -3 | -1% | 1% | 7% | -1 | -11%
Cc1cccnc1NC(=O)c1ccccc1NC(=O)C(C)(C)C | -1.3 | 0.4 | -1% | 0 | 4% | -4% | -5% | -28 | -19%
CCOc1ccc(N(CC(=O)N/N=C/c2cccnc2)S(C)(=O)=O)cc1 | 0.8 | 0.6 | 1% | 19 | 10% | 1% | -2% | 9 | -24%
CCOC(=O)CC(NC(=O)CCc1c(C)nc2nc(C)nn2c1C)c1ccc(C)cc1 (stereo not drawn) | -0.5 | 0.2 | 4% | -2 | 8% | ? | 20% | -28 | -13%
CCOc1ccc(NC(=O)CN(C)C(=O)c2ccccc2SCc2c(C)noc2C)cc1OCC | 0.0 | 0.6 | -1% | 5 | 3% | 5% | 11% | 0 | -11%
CC(C(=O)OCC(=O)N(C)C1(C#N)CCCCC1)N1C(=O)c2ccccc2C1=O (stereo not drawn) | nt | 0.1 | -1% | 2 | 0% | 2% | 3% | nt | -15%

An excerpt of these results, comma-delimited.
Structure,D2 agonist,TRHR ag,TrxR1 substrate,TRHR PAM,IDH1 R132H inh,Pin1 inhibitor,TrxR1 inh,D2 antagonist,USP1-UAF1 inh
COc1ccc(/C=N/NS(=O)(=O)c2ccc(C)cc2)cc1OC(=O)c1ccccc1,0.9,0.0,51%[activator][57.1 µM],-8,2%,9%,20%[57.1 µM],-7,-19%
CC1CCCCN1C(=O)COC(=O)/C=C/c1ccc2ccccc2n1 (stereo not drawn),0.3,0.9,6%,1,4%,2%,6%,-13,-17%
CC(c1ccco1)N(C(=O)c1cccc(Br)c1)c1ccccn1 (stereo not drawn),5.3,-0.5,-2%[57.1 µM],2,10%,-7%,-28%[57.1 µM],-14,-18%

The list continues.
SMILES | D2 agonist | TRHR ag | TrxR1 substrate | TRHR PAM | IDH1 R132H inh | Pin1 inhibitor | TrxR1 inh | D2 antagonist | USP1-UAF1 inh
Cc1ccc(S(=O)(=O)CC(=O)Nc2nc(C(C)(C)C)cs2)cc1 | nt | -0.6 | 2% | -8 | 7% | 5% | 9% | nt | -17%
CC(C)[C@H](NC(=O)c1ccccc1)C(=O)OCC(=O)N1CCCc2ccccc21 | 0.4 | 0.2 | -2% | 5 | -9% | 0% | 10% | 6 | -1%
Cc1oc(-c2ccccc2F)nc1CSCC(=O)N1CCN(c2ccccc2)CC1 | 0.6 | 0.3 | 5% | 6 | 6% | 12% | 16% | nt | -21%
CCc1c(C)nc2ncnn2c1N1CCCC(C(=O)NCc2ccc3c(c2)OCO3)C1 (stereo not drawn) | -0.2 | 0.0 | 3% | -5 | 7% | -8% | 2% | -12 | -11%
COC(=O)Cc1ccc(N(Cc2ccccc2F)S(=O)(=O)c2ccc(C)cc2)cc1 | 0.4 | 2.3 | -3% | -4 | 8% | 15% | 4% | 12 | -24%
CC(=O)O[C@H]1CC(=O)OC(C)(C)C2CC(=O)[C@]3(C)C(CC[C@@](C)([C@@H](O[C@@H]4O[C@H](CO)[C@@H](O)[C@H](O)[C@H]4O)c4ccoc4)[C@@]34O[C@@H]4C(=O)O)[C@]21C (stereo partly drawn) | 0.9 | 0.6 | -2%[57.1 µM] | -6 | -4% | -1% | 5%[57.1 µM] | -13 | -4%
N#Cc1sc(NCc2cccc(Cl)c2)nc1Cl | 0.4 | -0.4 | -14% | 0 | 0% | 3% | -16% | -5 | -25%
COc1ccccc1-n1c(SCC(=O)OC(C)C)nc2cccnc21 | 2.1 | 0.8 | 8%[57.1 µM] | 3 | -7% | -3% | 23%[57.1 µM] | -11 | -24%
O=C(NCc1c(Cl)cccc1Cl)c1ccc2nnsc2c1 | 0.2 | -0.7 | 5%[57.1 µM] | -3 | 3% | 1% | 18%[57.1 µM] | -13 | -26%
C=Cc1ccc(Cn2c(C)c(CNCCc3ccc(OCC)cc3)c(C(=O)O)c2C)cc1 | 0.9 | -0.2 | 3% | -2 | 1% | -8% | -14% | nt | -17%
O=C(NN=C1CCCCCC1)c1c[nH]c2ccccc12 | nt | 0.6 | 17% | 25 | 4% | -6% | 23% | nt | -7%
CCC(=Cc1ccc(CC)cn1)CC | -0.5 | -0.7 | 5% | -4 | 2% | -1% | 12% | -4 | -19%
O=C(c1cc2n(n1)C(C(F)(F)F)CC(c1ccc(Cl)cc1)N2)N1CCCC1 (stereo not drawn) | -1.9 | -3.3 | 6% | -10 | 0% | 0% | 18% | 6 | 1%
Cn1cc(CN(CCO)Cc2cccs2)c(-c2ccccc2F)n1 | 0.1 | -0.1 | -1% | -6 | -2% | -2% | 4% | 5 | -11%
CCN(CC)Cc1ccccc1CNC(=O)c1cccc(S(=O)(=O)Nc2ccc3c(c2)OCO3)c1 | 0.6 | 1.3 | 3% | -1 | -1% | 4% | 16% | 74* | -9%
COc1ccccc1NC(=O)NCCN1CCCCC1 | nt | 0.1 | 2% | -7 | 2% | 2% | 14% | nt | -6%
CCCN1CN(Cc2ccccc2)CC2=C1CC(C)(C)CC2=O | 0.9 | -0.2 | -9% | 4 | 5% | -2% | -16% | 11 | -9%
COc1ccc([C@H]2C=C(C(=O)O)O[C@@H](OCc3ccc(CO)cc3)C2)cc1 | -0.3 | -0.2 | 8%[57.1 µM] | -1 | -1% | 0% | 8%[57.1 µM] | -24 | ?
Cc1cc(C)c(S(=O)(=O)c2ccccc2)c(OC(=O)c2c(F)cccc2Cl)n1 | -0.2 | -0.2 | 1% | -4 | 25% | -3% | 8% | -15 | -19%
CCOC(=O)c1sc(Nc2nc3cc4c(cc3s2)OCO4)cc1C | -1.8 | -1.4 | 25% | 22 | 5% | 0% | -2% | 4 | -22%
Cc1noc(C)c1COc1ccc(C(=O)N2CCCC(C(F)(F)F)C2)cc1 (stereo not drawn) | -1.1 | 0.2 | -9% | 1 | 2% | -6% | -15% | 11 | -6%
Cc1cccc(CN2CCN(CC(=O)O)C2=O)c1 | 0.6 | 0.5 | 5% | -9 | 7% | -6% | 20% | -3 | 0%
Cc1cccc(N(C(=O)c2ccco2)C(C(=O)NC2CCCC2)c2cccnc2)c1C (stereo not drawn) | -1.3 | 0.2 | -4% | -1 | -3% | 6% | -7% | 12 | -18%
COc1ccc(C(=O)c2cc([N+](=O)[O-])ccc2N2CCCC2)cc1 | -0.8 | -0.6 | -3% | -2 | -5% | 1% | -1% | -5 | -6%
CC(C)CNc1ncnc2c1nnn2C | 0.5 | -0.6 | -2%[57.1 µM] | 2 | 4% | -7% | -5%[57.1 µM] | nt | -26%
O=C(O)C1=C(C(=O)N2CCN(C(=O)c3ccco3)CC2)CCCC1 | 0.4 | -0.6 | 10% | 8 | 6% | -7% | -21% | -2 | 2%
CCCCNC(=O)C(C#N)c1nc2ccccc2nc1N1CCN(c2ccccc2F)CC1 (stereo not drawn) | -1.3 | 1.3 | 3% | 1 | 1% | 3% | -1% | -7 | ?
O=C(OCC(=O)N1CCN(c2ccccc2)CC1)c1ccc[n+]([O-])c1 | -1.4 | 0.6 | 5%[57.1 µM] | 0 | 5% | -2% | 12%[57.1 µM] | -4 | -11%
CC1=C(C(=O)Nc2ccccc2)C(c2ccncc2)C(C#N)=C(SCC(=O)NC(C)C)N1 (stereo not drawn) | -0.7 | -1.8 | 2% | 6 | 2% | -2% | 8% | 3 | -19%
COc1c[nH]n(C2CCCCC2)c(=O)c1=O | 0.5 | -1.2 | -6% | 7 | -1% | 2% | 9% | 7 | 2%
Cc1cc(C)cc(NC(=O)Cn2c(=O)oc3cc(S(=O)(=O)N4CCC(C)CC4)ccc32)c1 | -1.5 | 0.5 | 5% | -7 | 8% | 14% | -4% | -17 | -26%
CC(C)n1cc(CNC(=O)C2CCC(=O)N(Cc3ccccc3F)C2)cn1 (stereo not drawn) | -0.1 | 0.5 | -1% | -2 | -6% | -3% | 5% | -4 | -21%
O=C(NC1CC(=O)N(c2ccc3c(c2)OCCO3)C1)N1CCCCC1 (stereo not drawn) | 0.1 | 0.1 | -6%[57.1 µM] | 0 | 2% | -1% | 8%[57.1 µM] | 0 | -32%
CCCC(=O)Nc1ccc(C)c(O)c1 | -0.4 | 0.4 | 11%[57.1 µM] | -10 | 1% | 3% | 17%[57.1 µM] | 7 | -9%
O=C(Nc1ccc(Br)cn1)c1ccc([N+](=O)[O-])o1 | -0.4 | 0.6 | -10%[57.1 µM] | 2 | 14% | 6% | -4%[57.1 µM] | 14 | -13%
O=C(NCc1nnnn1-c1ccc(F)c(F)c1)c1ccc2ccccc2c1 | 0.4 | 0.1 | -1%[57.1 µM] | -1 | -2% | -19% | 4%[57.1 µM] | -6 | -6%
